# Source: PubChem (National Center for Advancing Translational Sciences (NCATS))
# USP1-UAF1 inh – Inhibitors of USP1/UAF1: Primary Screen. Ubiquitin carboxyl-terminal hydrolase 1 (Homo sapiens), O94782. recombinant USP1/UAF1, Ub-Rhodamine cleavage fluorescence. Potency, µM (highest dose often 57.1 µM), without a hit: at the top dose activity change, negative = inhibition, usual class: inhibitors. 390,000 tested, 0.23% active. AID 743255, 2014; also: potency is read from the fitted curve at half-maximal effect; % is scaled to controls: 0 for no effect and ±100 for the full control effect; nearly all actives have a fitted effect of over 60% in size; inactives centre near -12
#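 Step one: compound is pinned into 1nM USP1/UAF1 in HEPES pH 7.8 buffer with TCEP. Step two: 15 min room-temperature incubation. Step three: Ub-Rho (150nM final) starts cleavage, tracked by fluorescence over six one-minute reads.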
# Vif-APOBEC3G blk – qHTS for Inhibitors of Vif-A3G Interactions: qHTS; HeLa A3G-eYFP + Vif (tagged APOBEC3G with the HIV-1 protein that degrades it), YFP fluorescence, overnight; Potency, µM (highest dose often 46.1 µM), inactives show top-dose activity, negative = active, usual class: inhibitors; 410,000 tested, 0.076% active;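 also: potency is read from the fitted curve at half-maximal effect; % is scaled to controls: 0 for no effect and ±100 for the full control effect; nearly all actives have a fitted effect of over 60% in size; hits raise eYFP signal because A3G escapes Vif-driven loss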
# Target sequence (Q9HC16 whole entry, looked up): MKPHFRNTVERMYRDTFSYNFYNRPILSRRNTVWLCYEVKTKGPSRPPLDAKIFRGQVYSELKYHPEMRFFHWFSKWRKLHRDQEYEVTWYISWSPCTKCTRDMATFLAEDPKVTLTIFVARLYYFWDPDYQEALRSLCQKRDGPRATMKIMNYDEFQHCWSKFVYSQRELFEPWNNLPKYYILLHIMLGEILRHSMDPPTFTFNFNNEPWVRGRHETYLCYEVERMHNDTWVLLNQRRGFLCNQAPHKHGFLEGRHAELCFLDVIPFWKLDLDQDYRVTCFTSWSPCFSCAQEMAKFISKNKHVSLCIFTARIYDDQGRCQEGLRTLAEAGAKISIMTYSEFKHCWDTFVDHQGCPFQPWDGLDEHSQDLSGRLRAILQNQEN
#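 Read-out is eYFP fluorescence (Ex 488/Em 500-530) from Vif-expressing HeLa A3G-eYFP cells; more signal means A3G escaped Vif-mediated degradation. Cells plated overnight, compound pinned in, incubated overnight at 37 deg C.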
# PI4K2A inh – qHTS for small molecular inhibitors of PI4K2A; 420,000 tested, 0.13% active; purified PI4K2A, ADP-Glo luminescence, 1 h; hits give low values; activity change, negative = inhibition, % at 76.9 µM; AID 1346378, 2018; in the data active = activity change below about -50%; inconclusive = mostly about -30% to -49%;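 also: -100% = wells without enzyme as full effect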
#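 ADP-Glo luminescence measured ADP generated by PI4K2A enzyme (4 ug/mL before mixing) with 1.2 mM PI substrate (pre-mix) and 300 microM ATP (pre-mix). Tris pH7.5 buffer with MgCl2, Triton X-100; 1 h reaction at ambient temperature.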
# mIDH1 inhibitor – qHTS for Inhibitors of mutant isocitrate dehydrogenase 1 (IDH1): qHTS. AID 602179, 2012. IDH1-R132H enzyme, NADPH consumption, diaphorase/resazurin fluorescence. Isocitrate dehydrogenase [NADP] cytoplasmic (Homo sapiens), O75874. Potency, µM (top dose mostly 76.6 µM), inactives show at the highest dose activity change, negative = inhibition, hits mostly inhibitors. 390,000 tested, 0.093% active; also: potency is read from the fitted curve at half-maximal effect; % is scaled to controls: 0 for no effect and ±100 for the full control effect; nearly all actives have a fitted effect of over 65% in size
# Target sequence (O75874 whole entry R132H, stated change not applied): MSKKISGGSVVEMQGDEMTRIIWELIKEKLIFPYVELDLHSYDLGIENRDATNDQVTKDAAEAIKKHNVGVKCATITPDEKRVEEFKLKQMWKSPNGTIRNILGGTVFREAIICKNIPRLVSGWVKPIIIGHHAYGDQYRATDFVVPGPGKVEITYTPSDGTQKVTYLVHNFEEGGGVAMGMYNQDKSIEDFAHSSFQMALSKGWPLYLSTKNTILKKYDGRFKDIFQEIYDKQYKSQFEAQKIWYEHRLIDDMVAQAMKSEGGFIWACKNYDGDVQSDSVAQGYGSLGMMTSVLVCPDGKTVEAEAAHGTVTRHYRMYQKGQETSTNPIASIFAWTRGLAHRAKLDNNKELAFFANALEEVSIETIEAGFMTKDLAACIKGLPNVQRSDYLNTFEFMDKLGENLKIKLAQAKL
#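 IDH1-R132H (0.5 ug/mL) preincubated 30 min with compound, then NADPH (0.016 mM) and alpha-KG (2 mM) added; 80 min at RT, pH 7.5. Remaining NADPH coupled via diaphorase/resazurin to fluorescence (540/590 nm); concentration-response curves normalized to no-enzyme control.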
# LDHA inh – qHTS assay for inhibitors of human lactate dehydrogenase; L-lactate dehydrogenase A chain (Homo sapiens), P00338; 480,000 tested, 0.15% active; purified LDHA, NADH/diaphorase-resazurin fluorescence; hits give low values; AID 1347041, 2019; activity change, % (values are at about 110 or 230 µM); in the data active = activity change below about -30%; inconclusive = mostly about -25% to -30%;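 also: plate controls were DMSO wells for no effect and wells without enzyme for full effect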
#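 Resorufin fluorescence (ex540/em590), read at 0 and 20 min after diaphorase/resazurin addition, reports the NADH left after a 5 min room-temperature reaction of 2 nM human LDH5 with 0.06 mM NADH and 0.2 mM pyruvate.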
# RXFP1 agonist – qHTS Assay for Agonists of the Relaxin Receptor RXFP1; Relaxin receptor 1 (Homo sapiens), Q9HBX9; AID 2676, 2010; HEK293T-RXFP1 cAMP TR-FRET, 30 min; response scale: percent of porcine relaxin response, buffer zero; 370,000 tested, 0.3% active; Potency, µM (doses to about 57.5 µM), for the others: at the top dose activation, usual class: activators; also: potency is read from the fitted curve at half-maximal effect; % is scaled to controls: 0 for no effect and ±100 for the full control effect; nearly all actives have a fitted effect of over 60% in size; many of its hits are not listed in these tables
#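 HEK293T cells stably expressing RXFP1 were pretreated with the PDE4 inhibitor Ro 20174, exposed to compounds for 30 min at 37C, lysed, and cAMP was read by TR-FRET. Data normalized to buffer (basal) and 29 nM porcine relaxin (100%).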
# Vif-APOBEC3F blk – qHTS for Inhibitors of Vif-A3F Interactions: qHTS | HeLa A3F-eYFP + Vif (tagged APOBEC3F with the HIV-1 protein that degrades it), YFP fluorescence increase | Potency, µM (top dose mostly 46.1 µM), inactives show top-dose activity, negative = active | 390,000 tested, 0.2% active | AID 602313, 2012; also: potency is read from the fitted curve at half-maximal effect; % of control where 0% means no effect; nearly all actives have a fitted effect of over 65% in size
#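 HeLa cells stably expressing A3F-eYFP plus Vif, plated and incubated overnight at 37 deg C, then exposed to compounds overnight at 37 deg C. Blocked degradation read as raised yellow fluorescence (Ex 488/Em 500-530).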
# GRP78 ERSR act – qHTS for Inducers of the Endoplasmic Reticulum Stress Response (ERSR) in Human Glioma: qHTS. Potency, µM, for inactives: top-dose activation, most hits filed as activators. 420,000 tested, 0.02% active. AID 602332, 2012. U87-MG GRP78 promoter luciferase reporter, 16 h; also: potency is read from the fitted curve at half-maximal effect; series mostly up to about 76 µM; % of control where 0% means no effect; nearly all actives have a fitted effect of over 35% in size
#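 Stably transfected U87-MG glioma cells carrying a GRP78-based luciferase sensor; 16 h compound incubation. Luminescence end-point read 10 min after Bright-Glo addition at room temperature.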
# TrxR1 substrate – qHTS Assay for Substrates of Mammalian Selenoprotein Thioredoxin Reductase 1 (TrxR1): qHTS; Potency, µM (top dose mostly 114 µM), inactives show top-dose activity change, negative = substrate turnover; Thioredoxin reductase 1, cytoplasmic (Rattus norvegicus), O89049; 390,000 tested, 0.01% active; purified TrxR1 substrate turnover, NADPH consumption readout; also: potency is read from the fitted curve at half-maximal effect; % is scaled to controls: 0 for no effect and ±100 for the full control effect; nearly all actives have a fitted effect of over 50% in size
#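 Rat TrxR1, dispensed at 90 nM, was prereduced with 400 uM NADPH (final) for 5 min at ~22 deg C, then incubated with compound 15 min before 400 uM selenite. A first-read NADPH fluorescence drop versus no-compound background flagged substrates.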
# Numbers without * were called inactive; u = inconclusive; x = no result given; & = joins results of further samples; [ ] = another dose, or the depositor's remark. Unless noted, calls follow the shape of the dose curve; as a rule, active = well fitted curve in the direction sought with a large enough effect; inconclusive = small, poorly fitted or top-dose-only effect, or another doubt; inactive = no such curve, though single readings can be large; an effect the other way counts as inactive or inconclusive. These rows are one share of the data, so the mix of outcomes need not match the whole.
SMILES,USP1-UAF1 inh,Vif-APOBEC3G blk,PI4K2A inh,mIDH1 inhibitor,LDHA inh,RXFP1 agonist,Vif-APOBEC3F blk,GRP78 ERSR act,TrxR1 substrate
CCOC(=O)CSc1nnc(-c2c[nH]c3ccccc23)o1,-1%,-1%,4,4%,-9,7.3%,-1%,-4%,-6%
COc1ccc(CCN(C)C(=S)NC(=O)c2ccc(F)cc2Cl)cc1OC,-18%,0%,4,2%,-4,-1.5%,-22%,-4%,7%[57.1 µM]
CCCCCC1C(C(=O)OCC)C(=O)NC1(C(=O)OCC)C(=O)OCC (configuration not stated),-14%,-2%,1,5%,-4,x,-3%,-3%,10%[57.1 µM]
O=C(c1ccccc1)N1CCN(C2CCCCC2)CC1,-10%,3%,13,2%,-16,-0.2%,-6%,-5%,-4%
COc1cccc(C(C)(O)c2nc(-c3ccc(F)c(Cl)c3)cs2)c1 (configuration not stated),x,-3%,-5,x,-4,x,x,-9%,x
COc1ccc(C(=O)/C=C/c2ccc(N(C)C)cc2)c(OC)c1,22µM*,u,-2,4%,4,11%,u,4%,-2%[57.1 µM]
COC(=O)CC1SC(=O)NC1=Nc1ccccc1 (configuration not stated),-9%,-2%,-6,4%,0,1.8%,-7%,-2%,-8%
COc1cc(OC)c(NS(=O)(=O)c2c(C(=O)N3CCCCC3)c(C)n(C)c2C)cc1Cl,-16%,3%,-4,-7%,-2,0.2%,2%,-4%,3%
COc1ccc(/C(N)=N/OC(=O)c2cccc([N+](=O)[O-])c2)cc1,-16%,-1%,0,6%,2,-0.1%,x,-5%,4%
CCN(CC)S(=O)(=O)c1ccc2c(c1)N(CC(=O)N1CCN(c3cccc(C)c3C)CC1)C(=O)CO2,-12%,0%,-4,0%,-1,1.8%,5%,-3%,0%[57.1 µM]
OCC(O)CNC(=S)NC1CCCCC1 (configuration not stated),-17%,3%,1,12%,-2,-0.2%,7%,-2%,9%[57.1 µM]
CCOC(=O)COc1coc(CN2CCN(c3cccc(Cl)c3)CC2)cc1=O,-18%,0%,4,-6%,-6,-0.5%,2%,2%,7%
COC(=O)CSc1nc(C2CC2)nc2ccccc12,-11%,0%,8,3%,-16,4.6%,-10%,-1%,1%[57.1 µM]
Cc1c(NC(=O)CN2CCN(C(=O)c3ccco3)CC2)c(=O)n(-c2ccccc2)n1C,-12%,2%,10,2%,1,1.6%,-10%,-5%,6%
COC(=O)CNC(=O)CN1C(=O)NC2(CCCc3ccccc32)C1=O (configuration not stated),-17%,3%,-3,-11%,-2,-4.2%,3%,-5%,-1%
O=C(NNC(=S)Nc1ccc(Cl)c(Cl)c1)c1cccc([N+](=O)[O-])c1,-11%,-22%,0,10%,-2,-1.6%,1%,15%,-5%[57.1 µM]
CCN(C(=O)COC(=O)c1cc(S(=O)(=O)N2CCOCC2)c(Cl)cc1Cl)C1CCS(=O)(=O)C1 (configuration not stated),-8%,-4%,3,1%,-4,1.3%,0%,-5%,-1%[57.1 µM]
CCCNC(=O)NC(=O)COc1c(F)c(F)cc(F)c1F,0%,-1%,-6,1%,-8,-4.1%,-13%,-2%,6%[57.1 µM]
O=C(O)c1ccc(-c2noc(-c3cccc(F)c3)n2)cc1,x,1%,-11,x,-6,x,1%,2%,-2%
Cc1nc(N)sc1-c1csc(Nc2cccc(C(=O)O)c2)n1,-31%,0%,-3,5%,6,-0.6%,-10%,-6%,-8%
COC(=O)c1ccc(S(=O)(=O)N2CCN(C(c3ccccc3)c3ccccc3)CC2)n1C,-24%,0%,4,4%,3,3.7%,2%,0%,6%
Cc1noc(C)c1NC(=O)Nc1cccc2c1O[C@H](CN(C)S(=O)(=O)c1cn(C)cn1)[C@@H](C)CN([C@H](C)CO)C2=O,-3%,0%,0,18%,-2,x,5%,3%,5%
c1ccc(C(Cc2nc(-c3ccncc3)no2)c2ccccc2)cc1,-21%,1%,2,1%,-4,-2.2%,6%,-1%,-7%
O=C(NCC1CCCO1)c1cn(-c2ccccc2)nc1-c1ccccc1 (configuration not stated),-7%,2%,2,14%,-1,-0.6%,3%,3%,9%
CC(=O)NC1=NN(C(C)=O)C2(CCCC2)S1,-25%,1%,1,2%,-6,-3.6%,14%,-4%,4%[57.1 µM]
CCOC(=O)C1(C)CCN1C(=O)c1ccc(C(C)(C)C)cc1 (configuration not stated),x,2%,-7,x,-6,x,x,-1%,x
C/C(=N\NC(=O)C(C)Sc1ccccc1)C(C)(C)C (configuration not stated),2%,2%,2,2%,-1,3.2%,-4%,-3%,-2%
CC(=O)c1[nH]c(C)c(C(C)=O)c1C,-1%,-5%,3,-3%,-13,0.4%,-3%,-1%,8%[57.1 µM]
Clc1nc(-c2ccccc2)ncc1Oc1ccccc1,-15%,-6%,-6,8%,1,x,-1%,3%,4%
O=C(CCN1CCCO1)NC1CCCc2c1cnn2-c1ccccc1F (configuration not stated),-5%,0%,-1,-2%,-1,2.0%,-5%,-4%,2%
Cc1cc(=O)n2nc(N3CCCC(C(=O)NCc4ccco4)C3)sc2n1 (configuration not stated),-8%,3%,-15,4%,-7,3.3%,-1%,1%,6%[57.1 µM]
O=C(CCC1N=C2c3ccccc3N=C(SCc3ccc(Cl)cc3)N2C1=O)NCCc1ccccc1 (configuration not stated),-24%,2%,3,2%,-2,0.0%,2%,-2%,14%
O=C(Nc1ccccc1N1CCCC1)c1cc(Cl)ccc1Cl,-20%,-5%,3,-3%,5,0.9%,-9%,0%,2%
O=C(O)CC[C@@H](C(=O)O)N1C(=O)c2ccccc2C1=O,11%,-3%,2&-1,-1%,-1,1.0%,6%,-3%&-1%,17%[57.1 µM]
O=C(c1cc(COc2cccc(C(F)(F)F)c2)on1)N1C[C@H]2CC[C@H]1C2,-20%,0%,6,10%,10,3.1%,2%,0%,-9%
CCOC(=O)COc1ccc2c(=O)c(-c3ccccc3)coc2c1,-11%,4%,0,3%,-12&-3,0.6%,-3%,-3%,-5%
O=C(CN1CCN(C(=O)c2ccco2)CC1)Nc1cc(C(F)(F)F)ccc1Cl,-14%,-6%,-6,7%,-2,0.2%,0%,-3%,-8%[57.1 µM]
COc1cccc(/C=N/Nc2cc(N3CCOCC3)ncn2)c1O,-32%,-26%,-2,-4%,-8,5.2%,u,-1%,6%
Cc1cc(NC(=O)CN(C)S(=O)(=O)c2ccc(-c3ccc(=O)[nH]n3)s2)ccc1Br,-11%,0%,0,3%,-8,1.7%,-11%,-3%,3%
Cc1c(Cl)c([N+](=O)[O-])nn1CCCC(=O)Nc1cccc(Cl)c1,-17%,0%,6,5%,3,-1.3%,1%,-4%,-5%
Brc1ccc2nc(N3CCN(c4ccccc4)CC3)sc2c1,-4%,0%,9,-2%,-3,2.7%,-11%,2%,13%[57.1 µM]
O=[N+]([O-])c1ccc(N/N=C/c2cn(Cc3ccc(F)cc3)c3ccccc23)nc1,-16%,-7%,-4,1%,-3,1.8%,4%,1%,-9%
COc1ccc(C(=O)N/N=C/c2ccc(N3CCOCC3)s2)cc1OC,-18%,2%,5,-14%,-8,1.6%,-8%,-4%,-12%
C=CCn1c(SCc2cccnc2)nnc1-c1ccncc1,-2%,1%,3,11%,3,1.9%,-1%,-6%,-1%
CCCCN1C(=S)NC[C@@H]1c1ccccc1,2%,0%,-2,1%,-7,-0.2%,u,-5%,5%[57.1 µM]
O=C(c1ccc([N+](=O)[O-])cc1[N+](=O)[O-])N1CCc2ccccc21,-21%,-6%,-2,4%,1,-1.5%,-3%,-3%,4%
CCCCNC(=O)OC(C)CNC(=O)Oc1cccc(C)c1 (configuration not stated),9%,1%,3,5%,-6,-0.2%,5%,-1%,11%[57.1 µM]
Cc1ccc(-n2nc(C)c3c(C(F)(F)F)cc(-c4cccnc4)nc32)cc1Cl,-18%,-8%,0,-10%,1,23%,7%,-1%,9%
COc1ccc(NC(=O)Nc2ncn(Cc3cccc(C(F)(F)F)c3)n2)cc1OC,-23%,-1%,7,2%,0,2.6%,-2%,-3%,-4%
Cc1ccc2ncnc(Oc3ncccc3[N+](=O)[O-])c2c1,-20%,1%,0,4%,0,-0.9%,-10%,1%,7%
CC(C)(C)NC(=O)C(c1ccc(O)cc1)N(C(=O)Cn1nnc(-c2ccc(F)cc2)n1)c1ccccc1F (configuration not stated),-25%,-4%,5,0%,2,0.3%,7%,-6%,-13%
